Screening results (PubChem BioAssay)
PMI activator: activators of human PMI, primary screen, biochemical, fluorescence intensity, near-Km mannose 6-phosphate; actives 0.005% (n = 190,000); AID 1214, 2008; purified human PMI, coupled resazurin fluorescence, 20 min; active compounds read high; 1 = vehicle control, 0 substrate-free wells; Mannose-6-phosphate isomerase (Homo sapiens), P34949; activation factor at 20 µM;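 active = activation factor of 2 or more at 20 µM, relative to plate controls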
Target sequence (P34949 whole entry, looked up): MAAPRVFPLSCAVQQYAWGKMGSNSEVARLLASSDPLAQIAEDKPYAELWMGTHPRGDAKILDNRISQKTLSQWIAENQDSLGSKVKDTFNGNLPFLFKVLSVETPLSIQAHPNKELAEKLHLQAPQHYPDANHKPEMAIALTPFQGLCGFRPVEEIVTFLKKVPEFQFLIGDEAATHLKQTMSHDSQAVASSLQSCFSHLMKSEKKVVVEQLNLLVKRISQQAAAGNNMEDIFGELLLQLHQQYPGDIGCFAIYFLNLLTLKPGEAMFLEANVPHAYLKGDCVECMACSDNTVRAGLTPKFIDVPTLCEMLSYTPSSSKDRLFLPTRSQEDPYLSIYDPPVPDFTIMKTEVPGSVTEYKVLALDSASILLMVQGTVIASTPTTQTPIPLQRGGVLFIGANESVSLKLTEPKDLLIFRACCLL
PMI act hi M6P: human PMI activators, high substrate, primary screen, biochemical, fluorescence intensity, near-saturating mannose 6-phosphate. Mannose-6-phosphate isomerase (Homo sapiens), P34949. coupled PMI enzyme assay, resazurin fluorescence, 20 min; active compounds read high; 1 = untreated enzyme, 0 = substrate-free blank. activation factor at 20 µM. actives 0.34% (n = 190,000);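 active = activation factor of 2 or more at 20 µM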
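Test system – human PMI in coupled enzyme assay · Timing – 20 min incubation at room temperature · Detection – Diaphorase-driven resazurin-to-resorufin fluorescence, excitation 544, emission 590 nm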
SRC2 TRFRET art: TR-FRET signal artefacts, primary screen, artefact control for PPARgamma SRC-2 agonist project, biochemical; actives 0.4% (n = 200,000); AID 1049, 2008; TR-FRET ratio at 8 µM; TR-FRET artefact counter-screen; active compounds read high; in the data active = TR-FRET ratio above about 2000; note: inactives centre near 1500
PPARg SRC1 recr: PPARgamma agonists recruiting SRC-1 coactivator, primary screen, biochemical. AID 631, 2007. activation, % at 8 µM. Peroxisome proliferator-activated receptor gamma (Homo sapiens), P37231. actives 0.41% (n = 200,000). PPARgamma-SRC-1 coactivator recruitment biochemical assay; in the data active = activation above about 19%;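 note: 0% = DMSO and 100% = reference agonist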
PPARg SRC-3 ag: PPARgamma agonists recruiting SRC-3 coactivator, primary screen, biochemical. Peroxisome proliferator-activated receptor gamma (Homo sapiens), P37231. biochemical PPARgamma/SRC-3 coactivator recruitment assay. activation, % at 8 µM. actives 0.26% (n = 200,000). AID 731, 2007; in the data active = activation above about 23%;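 note: 0% = DMSO and 100% = reference agonist; some compounds past the cut are filed as inactive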
Diaphorase inh: diaphorase inhibitors and chemical oxidizers, primary screen, counter-screen for diaphorase-coupled primary assays, biochemical, uHTS, resorufin fluorescence | diaphorase resazurin-to-resorufin fluorescence, NADH, 16 min; bacterial (C. kluyveri) enzyme, not human | AID 1217, 2008 | inhibition, % at 20 µM | actives 0.69% (n = 190,000);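 active = primary screen inhibition at 20 µM above a set limit, cut at about 50% in these data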;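 note: plate controls were DMSO with full reaction for no effect and wells lacking NADH for full effect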
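controls = No-NADH positive control and DMSO neutral control | system = Clostridium kluyveri diaphorase enzyme | timing = reaction incubation of 16 min at room temperature | signal = resorufin fluorescence 544/590 nm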
ROMK mod: ROMK potassium channel modulators, primary screen, cell-based, thallium flux, MLSMR library | Tet-inducible ROMK, thallium flux fluorescence; actives lie on both sides | B-score at 10 µM | AID 1918, 2009 | actives 2% (n = 130,000) | ATP-sensitive inward rectifier potassium channel 1 (Homo sapiens), P48048;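 active = signal ratio slope over the read window, or its plate-corrected B-score, at least 3 SD from the plate mean, either direction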;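 note: B-score of the F/F0 ratio slope over 7 to 12 s after thallium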
Target sequence (P48048 whole entry, looked up): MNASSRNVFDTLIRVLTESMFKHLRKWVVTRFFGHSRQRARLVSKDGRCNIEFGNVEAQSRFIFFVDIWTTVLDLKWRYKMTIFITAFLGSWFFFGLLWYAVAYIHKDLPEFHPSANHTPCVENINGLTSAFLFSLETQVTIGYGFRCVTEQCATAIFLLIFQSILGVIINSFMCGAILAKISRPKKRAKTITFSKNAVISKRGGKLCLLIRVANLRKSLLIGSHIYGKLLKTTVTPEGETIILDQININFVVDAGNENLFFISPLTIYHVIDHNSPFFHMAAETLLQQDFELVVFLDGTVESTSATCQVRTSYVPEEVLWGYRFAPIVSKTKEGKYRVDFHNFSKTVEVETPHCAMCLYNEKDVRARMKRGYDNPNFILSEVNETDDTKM
Diaphorase act: compounds boosting diaphorase resazurin reduction – biochemical, uHTS, resorufin fluorescence, counter-screen for diaphorase-coupled primary assays, primary screen | Diaphorase/resazurin coupled assay, 16 min; active compounds read high; 1 = vehicle wells, 0 = NADH-free wells | activation factor at 20 µM | actives 0.005% (n = 190,000) | AID 1229, 2008;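 active = diaphorase activity raised at least twofold by the compound at 20 µM; inactive = activation factor below 2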
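Material: bacterial diaphorase enzyme (C. kluyveri); amount: enzyme 0.07 U/mL final; reagent: NADH substrate 0.114 mM plus resazurin dye 0.1 mM, final; doses: single compound dose of 20 µM, 1% DMSO final; timing: 16 min enzyme reaction, ambient temperature; measured by: fluorescence of resorufin, 544 nm excitation, 590 nm emission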
S1P3 antag: S1P3 receptor antagonists, primary screen, cell-based | Sphingosine 1-phosphate receptor 3 (Homo sapiens), Q99500 | CHO S1P3 NFAT-BLA reporter, FRET fluorescence, antagonist mode | inhibition, % at 4.98 µM | actives 0.27% (n = 170,000);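 active = inhibition above the plate cutoff, the mean inhibition of test wells on that plate plus 3 SD, cut at about 28% in these data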;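 note: cells challenged with S1P at its EC80 of 0.8 µM; blue over green emission ratio from cleaved BLA substrate after 4 h stimulation; 0% = S1P-stimulated wells and 100% = unstimulated DMSO-only wells; some compounds past the cut are filed as inactive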
G6PDH CS: L. mesenteroides G6PDH inhibitors, counter-screen for G6PDH-coupled screening assays, biochemical, Leuconostoc mesenteroides enzyme. glucose-6-phosphate dehydrogenase [Leuconostoc mesenteroides]. Purified L. mesenteroides G6PDH, diaphorase/resazurin coupled fluorescence, 45 min. inhibition, % at 5 µM. actives 0.12% (n = 200,000); in the data active = inhibition above about 50%
PPARg SRC-2 ag: agonists of PPARg-SRC-2 recruitment, primary screen, biochemical, HTS; Peroxisome proliferator-activated receptor gamma (Homo sapiens), P37231; PPARgamma LBD-SRC-2 recruitment; activation, % at 8 µM; actives 0.34% (n = 200,000); in the data active = activation above about 22%;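 note: 0% = vehicle and 100% = reference agonist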
Starred values were filed as active, the others as inactive; · = not tested or not shown.

smiles	PMI activator	PPARg SRC-3 ag	Diaphorase inh	PPARg SRC1 recr	PPARg SRC-2 ag	ROMK mod	G6PDH CS	Diaphorase act	PMI act hi M6P	S1P3 antag	SRC2 TRFRET art
Cc1cccc(NC(=O)c2ccccc2NC(=O)Cc2ccccc2)c1C	1	0	12	3	3	-0.41	4	0.9	1	·	1497
CC1(C)CC(OC(=O)c2ccco2)CC(C)(C)N1O	1.1	-4	12	2	3	-0.15	9	0.9	1.1	17	1462
CCOC(=O)CN1CC23C=CC(O2)C(C(=O)NCc2cccs2)C3C1=O (stereo not given)	1	6	6	-1	12	0.98	2	0.9	1.1	-9	1607
O=C(Cc1cccc(Cl)c1)Nc1ccc(Br)cc1	0.8	-1	30	1	-6	-0.57	9	0.7	0.8	7	1647
O=C(c1ccccc1)N1CCN(CC#CC2(O)CCCCC2)CC1	1	-2	-2	-1	-6	-1.3	-2	1	1.1	-26	1472
S=c1[nH]c(-c2ccccc2)cn1/N=C/c1cccc2ccccc12	1	8	26	9	13	2.1	-6	0.7	1	-6	1828
Cc1ccc(C(=O)N2CCN(C(=O)c3ccccc3)C2c2ccc(N(C)C)cc2)cc1 (stereo not given)	0.6	-2	10	-6	-6	·	12	0.9	1	-4	1352
CCN(CC)CCNc1cc(C)nc2c1C(=O)C(=O)C=C2N1CCCCC1	·	9	·	7	5	-0.7	51*	·	·	-29	1556
CCOC(=O)N/N=C/c1c(F)c(F)c(F)c(F)c1F	1	-2	-2	-5	-4	1.5*	3	1	1	1	1588
Cc1cc(/C=C2/NC(=O)NC2=O)c(C)n1-c1ccncc1	1.1	3	-4	13	4	2	10	1	1	-12	1660
COc1ccc(C(=O)NCCSc2ccccc2)cc1OC	1	-1	13	1	1	·	2	0.9	1	-1	1584
COc1ccc(NC(=O)Cn2c(=O)sc3ccccc32)cc1	0.8	3	10	0	2	0.94	19	0.9	0.9	·	1462
CCOC(=O)CSc1nnc(CNC(=O)c2ccc(OC)cc2)n1C1CCCCC1	1.1	16	10	8	6	-0.84	5	0.9	1	-3	1646
CCC(=O)Nc1ccc(S(=O)(=O)Nc2cccc(C)c2)cc1OC	0.9	-6	5	0	-1	-0.29	-2	0.9	0.9	-19	1482
Cc1ccoc1C(=O)N1CCCCC1C(=O)O (stereo not given)	1.1	0	20	1	6	0.024	8	0.8	1	-13	1460
COc1ccc(/C(O)=C2\C(=O)C(=O)N(CCN(C)C)C2c2cc(OC)c(OC)c(OC)c2)c(C)c1 (stereo not given)	1.2	4	-5	0	6	0.76	17	1.1	1.6	-13	1538
Fc1cccc(-n2c(-c3ccco3)nc3nc4ccccc4nc32)c1	1.1	1	0	9	6	·	3	1	1.1	-23	1722
CCN(C(=O)COC(=O)c1ccc(OC)c(S(=O)(=O)N2CCCc3ccccc32)c1)C1CCS(=O)(=O)C1 (stereo not given)	1	-1	20	4	3	0.0028	6	0.8	1	6	1546
COc1ccc(CCNC(=O)CSc2nc(O)c(C(C)C)c(=O)[nH]2)cc1OC	0.9	4	20	4	11	-0.25	0	0.8	1	·	1633
O=C(Nc1ccccc1C(=O)NCC1CCCO1)c1ccc(Cl)cc1Cl (stereo not given)	1	11	17	22*	-1	-0.6	11	0.8	1	·	1634
COc1cc2c(cc1OC)C(COc1ccc(F)cc1)N(C(=O)c1ccco1)CC2 (stereo not given)	0.9	2	4	2	-4	·	-16	1	0.9	·	1401
COc1ccc(OC)c(-n2c(=S)[nH]c3c(sc(=S)n3-c3ccccc3)c2=O)c1	0.9	4	25	-2	-4	0.18	4	0.7	0.9	-10	1443
CC(Oc1ncnc2ccccc12)C(=O)Nc1cccc(S(=O)(=O)N2CCOCC2)c1 (stereo not given)	1.1	4	0	0	-4	-0.14	0	1	1.1	0	1694
O=C(Nc1ccccc1)N1CCN(Cc2ccc3c(c2)OCO3)CC1	1	-4	3	4	-3	·	7	1	1.1	3	1427
COC(=O)Cc1cc(=O)[nH]c(/N=C(/NC(=O)c2ccccc2)Nc2ccccc2C)n1	·	-7	·	1	-1	·	·	·	·	-35	1442

(continued)
smiles	PMI activator	PPARg SRC-3 ag	Diaphorase inh	PPARg SRC1 recr	PPARg SRC-2 ag	ROMK mod	G6PDH CS	Diaphorase act	PMI act hi M6P	S1P3 antag	SRC2 TRFRET art
O=C(CSc1nncn1-c1ccccc1)Nc1cccc(S(=O)(=O)N2CCCCC2)c1	1.1	-1	-8	-6	-3	0.97	8	1.1	1.1	-7	1478
COc1ccc(-c2nn(-c3ccccc3)cc2CO)cc1	0.9	5	5	3	5	0.031	16	1	0.9	·	1537
CN1CC(=O)N(CC(=O)N2CCC(Cc3ccccc3)CC2)C1=O	1.1	-1	0	-8	3	2.5	5	1	1	-6	1548
CCCC1=NN(C(=O)Cc2ccc([N+](=O)[O-])cc2)C(O)(C(F)(F)F)C1 (stereo not given)	1	-3	6	1	-10	-0.016	-3	0.9	1	-7	1541
CC(C)Cc1oc(C(=O)O)cc1CN	1.1	12	-2	5	2	0.37	2	1	1.1	·	1686
COc1ccccc1-c1cc(C(=O)N/N=C/C=C/c2ccccc2[N+](=O)[O-])c2ccccc2n1	0.9	-1	19	-3	3	-0.66	9	0.8	0.9	·	1443
CCC(=O)Nc1cccc(SC)c1	0.9	1	13	6	9	·	-5	0.9	0.9	-5	1620
CC(C)CNc1nc(NC(C)(C)C)nc(Oc2ccc(=O)[nH]n2)n1	1	-7	7	-1	-1	0.44	7	0.9	1	-15	1566
CN=C1SC(CC(=O)Nc2ccccc2F)C(=O)N1C (stereo not given)	0.9	5	8	1	0	·	3	0.9	0.9	-36	1601
O=C(CSc1ccc2nnc(-c3ccccn3)n2n1)Nc1ccc2c(c1)OCCO2	1	-3	13	6	4	·	2	0.9	1	-14	1478
CCCN(CCO)CCCc1ccccc1	1.1	5	-3	4	3	-0.19	-5	1	1	·	1512
COCCn1c(C)cc(C(=O)CSc2nc3ccccc3o2)c1C	1	-2	9	8	-1	·	-2	0.9	1	-1	1512
COCCCNC(=O)/C=C/c1ccc(Cl)cc1Cl	0.9	5	10	4	4	·	4	0.9	1	·	1501
Cc1ccc(-c2nnn(CC(=O)Nc3ccccc3N3CCOCC3)n2)cc1	1	8	10	3	0	0.55	5	0.9	1	5	1374
Cc1[nH]nc2c1C(c1ccoc1)C(C#N)=C(N)O2 (stereo not given)	·	-4	·	2	1	-3.2	·	·	·	-11	1465
N#CCC1c2ccccc2CCN1C(=O)Nc1cccc(Cl)c1 (stereo not given)	0.8	0	15	1	12	·	-1	0.9	0.8	·	1767
COc1cccc(/C=N/n2nnc3c(cnn3-c3ccccc3)c2=O)c1	1	-12	4	4	-6	·	16	1	0.9	·	1553
CC(=O)c1ccc(NC(=O)CN2CCN(c3ncccn3)CC2)cc1	1	-4	3	0	8	-0.35	12	1	1.1	·	1507
CCN1C(=O)C2C(C1=O)N1C(c3cccs3)C3C(=O)N(CC)C(=O)C3N1C2c1cccs1 (stereo not given)	1	7	5	-2	10	·	-3	0.9	1.1	·	1684
Cn1c(N/N=C/c2cccs2)cc(=O)n(C)c1=O	1.1	-9	11	-4	0	-0.12	8	0.9	1.2	·	1443
Cc1cc(NC(=O)CCC(=O)N(Cc2ccco2)C(C(=O)NC2CCCC2)c2ccccc2C)no1 (stereo not given)	1.1	5	4	2	13	·	11	1	1.1	·	1601
COc1ccc(C(=O)NC(C)c2cc(OC)c(OC)cc2Br)cc1 (stereo not given)	0.9	-14	13	3	6	·	15	0.9	0.9	·	1483
CC1Nc2ccccc2C(=O)N1NS(C)(=O)=O (stereo not given)	1	0	8	4	-1	-0.32	5	0.9	0.9	-7	1703
CCN1CCN(C(=O)CCc2nc3ccccc3n2-c2ccccc2)CC1	1.1	0	3	-2	2	0.42	3	1	1	10	1566
COc1cccc(/C=C/C(=O)OCC(=O)Nc2cc(S(=O)(=O)N3CCOCC3)ccc2C)c1	1.1	3	11	6	3	-0.75	10	0.9	1.1	7	1812

As entered above:
Under PMI activator, COc1ccc(C(=O)NC(C)c2cc(OC)c(OC)cc2Br)cc1 (stereo not given) reads 0.9
Under SRC2 TRFRET art, Cc1cc(NC(=O)CCC(=O)N(Cc2ccco2)C(C(=O)NC2CCCC2)c2ccccc2C)no1 (stereo not given) reads 1601

The list goes on.
smiles	PMI activator	PPARg SRC-3 ag	Diaphorase inh	PPARg SRC1 recr	PPARg SRC-2 ag	ROMK mod	G6PDH CS	Diaphorase act	PMI act hi M6P	S1P3 antag	SRC2 TRFRET art
CCc1nnc(NC(=O)C2CCCO2)s1 (stereo not given)	·	4	·	0	-10	0.25	16	·	·	-18	1446
COc1cccc(NS(=O)(=O)c2ccc3c(c2)CCCN3C(C)=O)c1	1.1	8	10	1	6	0.76	0	0.9	1.1	·	1586
O=C(CSc1ccccc1Cl)NC1CCCc2ccccc21 (stereo not given)	0.8	4	14	-7	-6	·	0	0.9	1	-6	1659
CN(C(=O)CSc1nc(C2CC2)nc2ccccc12)c1nc(-c2ccccc2)cs1	0.9	9	8	0	4	-0.062	12	0.9	0.9	·	1352
COc1cccc(/C=N/NC(=O)CC(=O)NCCc2ccc(OC)c(OC)c2)c1	0.9	11	15	-1	5	·	-6	0.8	0.9	·	1552
COc1cccc(-c2cc(C(F)(F)F)c3c(N)c(C#N)sc3n2)c1	1.1	4	1	4	6	·	8	1	1	·	1645
Cc1ccc(NC(=O)C2CCCN2S(=O)(=O)c2ccc3c(c2)CCC(=O)N3)cc1Cl (stereo not given)	1	15	18	5	7	·	-7	0.8	0.9	-41	1644
CC(=O)c1c(C)n(C)c2ccc(O)cc12	0.8	0	16	5	6	1.7	6	0.8	0.9	·	1740
